ARNT TACC3 PPI: disruptors of human ARNT/TACC3 interaction | Q9Y6A5 | AlphaScreen His-ARNT PAS-B/GST-TACC3 binding, luminescence; TACC3 fragment carries E629A point mutation | inhibition, % at 9.99 µM | hit rate 0.66% among 390,000 | AID 623870;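 active = mean inhibition of replicates at least 50% and at least half of replicates each reaching 50%; inconclusive = half or more replicates reach 50% but mean below 50%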;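 note: 0% = complete ARNT plus TACC3 wells and 100% = ARNT alone without TACC3; many hits fall short of the cut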
RAD54 branch: inhibitors of human RAD54 branch migration; RAD54 Holliday junction branch migration, FAM/BHQ fluorescence; Q92698; hit rate 0.14% among 360,000; inhibition, % at 10.4 µM;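 active = mean normalized replicate activity at least 40 and at least half of replicates scoring 40 or more; inconclusive = only one of the two criteria met; inactive = mean below 40 and under half of replicates reaching 40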;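 note: 0% = median of neutral control wells and 100% = median of positive control wells; inhibitors cause a drop in the FAM fluorescence signal; in these data hits start at about 50%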
Target sequence (Q92698 whole entry, looked up): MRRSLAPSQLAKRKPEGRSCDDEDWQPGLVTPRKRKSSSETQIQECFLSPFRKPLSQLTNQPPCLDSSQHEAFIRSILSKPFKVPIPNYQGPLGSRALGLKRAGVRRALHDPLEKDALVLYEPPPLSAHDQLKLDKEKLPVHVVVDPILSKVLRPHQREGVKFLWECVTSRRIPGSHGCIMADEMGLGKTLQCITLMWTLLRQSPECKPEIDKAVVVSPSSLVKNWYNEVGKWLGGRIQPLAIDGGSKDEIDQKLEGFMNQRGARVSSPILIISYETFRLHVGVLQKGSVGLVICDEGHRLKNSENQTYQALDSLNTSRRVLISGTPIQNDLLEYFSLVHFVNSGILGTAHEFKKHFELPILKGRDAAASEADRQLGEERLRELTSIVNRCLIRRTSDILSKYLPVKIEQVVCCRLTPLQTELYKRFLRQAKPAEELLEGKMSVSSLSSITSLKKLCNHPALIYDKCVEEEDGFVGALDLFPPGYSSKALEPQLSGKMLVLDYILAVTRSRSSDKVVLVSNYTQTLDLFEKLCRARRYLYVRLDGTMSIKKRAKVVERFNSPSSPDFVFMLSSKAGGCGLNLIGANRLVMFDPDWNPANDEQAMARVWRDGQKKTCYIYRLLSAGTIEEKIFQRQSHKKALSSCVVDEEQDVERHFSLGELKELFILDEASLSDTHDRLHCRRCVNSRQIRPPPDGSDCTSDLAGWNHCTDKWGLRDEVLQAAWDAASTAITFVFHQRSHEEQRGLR
esBAF inh: SWI/SNF esBAF complex inhibition; AID 602393; reporter increase, % at 12.5 µM; mouse ES cells, Bmi1-luciferase knock-in reporter, 24 h; 100% = twice the neutral-well signal; hit rate 2% among 350,000; in the data active = activation above about 40%; inconclusive = no clear call, values can overlap the other calls;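 note: 0% = median of the plate's neutral control wells and 100% = double that signal; a rise in the Bmi1 reporter signal indicates esBAF inhibition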
The depositor's hits bear a star; ? = inconclusive; & = joins results of further samples. This is a subset; count on the stated rates, not on these rows.

SMILES | ARNT TACC3 PPI | RAD54 branch | esBAF inh
Cc1cc(C)c(C#N)c(N2CCN(Cc3ccc4c(c3)OCO4)CC2)n1 | 6 | -11 | 9
CCc1nc(N)c(C#N)c(-c2ccncc2)c1C | -3 | -1 | -10
COc1ccc(Cl)cc1NC(=O)CCn1cnc2ccccc2c1=O | -3 | -7 | -9
O=C(COc1ccccc1)NCC(=O)Nc1ccc(S(=O)(=O)NCc2ccco2)cc1 | -4 | -5 | -3
Cc1ccc(NCc2nnc(SCC(=O)N3CCCCC3)n2CC2CCCO2)c(C)c1 (stereo unspecified) | -2 | 0 | 4
CN(C)c1ccc(/C=N/c2cc(-c3ccccc3)nn2-c2ccccc2)cc1 | -1 | 1 | 62*
Cc1ccc(C2Oc3ccccc3C3=C2C(c2cccs2)n2ncnc2N3)cc1 (stereo unspecified) | 0 | -13 | 2
CCOC(=O)C(C)Oc1nc(Oc2ccccc2)nc(N(C)C)n1 (stereo unspecified) | 2 | -2 | -7
CCCC(c1nnnn1CCc1ccccc1)N1CCN(C(=O)c2ccco2)CC1 (stereo unspecified) | -5 | 11 | 8
O=C(NCCN=C1NS(=O)(=O)c2ccccc21)c1ccc2nccnc2c1 | 29 | 10 | -15
CCOC(=O)N1CCN(c2c(-c3ccc(C)c(C)c3)c(=O)c2=O)CC1 | -3 | -9 | 0
CCCC(=O)NC(=S)Nc1cccc(C(C)=O)c1 | -7 | -10 | 5
CCOC(=O)N1CCN(C(=O)c2ccc(CN(c3ccccc3)S(C)(=O)=O)cc2)CC1 | -3 | -5 | -5
O=C1OC2(c3ccccc3)C3CCCC2C13 | -3 | -5 | -7
COc1cc(-c2nc3ccccc3s2)ccc1O | 5 | 15 | ?
COc1ccc2nc(SCC(=O)N(C)C3CCCCC3)c(C#N)cc2c1 | 13 | 14 | 10
CN(C)CCCOC(=O)CCc1ccccc1 | -3 | 6 | -8
C=CCOc1ccc2ccccc2c1CNc1ncn[nH]1 | -16 | 0 | 1
CC(C)C(C(=O)OCC(=O)c1ccc2c(c1)NC(=O)CO2)N1C(=O)c2ccccc2C1=O (stereo unspecified) | -3 | 7 | 1
CCc1ccc2[nH]c(=O)c(CN(Cc3ccc(F)cc3)C(c3nnnn3CCN3CCOCC3)C(C)C)cc2c1 (stereo unspecified) | 0 | -20 | 4
CCOC(=O)N1CCC(NC(=O)C(C)n2c3ccccc3c3cnn(C)c(=O)c32)CC1 (stereo unspecified) | -6 | -9 | 0
CCNC(=O)NC(=O)C(C)OC(=O)c1oc2ccc(OCC)cc2c1C (stereo unspecified) | 16 | 10 | -14
CCOC(=O)c1csc(NC(=O)CSc2nnnn2-c2cccc(OC)c2)n1 | -4 | 4 | -11
CCOC(=O)N1CCN(c2ccc(C(C)=O)cc2F)CC1 | 0 | 7 | 6
COCCN(C(=O)CSc1nnc(Nc2ccccc2F)s1)c1c(N)n(Cc2ccccc2)c(=O)[nH]c1=O | -8 | -3 | 5
O=C(CN1C(=O)c2ccccc2S1(=O)=O)c1ccc(OC(F)F)cc1 | -1 | -2 | -77
Cc1cc(C(F)(F)F)c(C#N)c(Sc2ccccc2)n1 | -4 | -13 | -6
C=CCn1c(Cc2cccs2)nnc1SCC(=O)Nc1cccc(OC)c1 | -3 | -3 | 10
COC(=O)CC(NC(=O)c1ccco1)c1cccc2ccccc12 (stereo unspecified) | -4 | 11 | -4
O=C1C(=O)N(Cc2cccnc2)C(c2ccccn2)/C1=C(/O)c1ccc(Br)cc1 (stereo unspecified) | 3 | 5 | -4
CCOCCCNc1nc2c(c(=O)[nH]c(=O)n2C)n1CCCc1ccccc1 | 2 | 4 | -3
Cn1nnnc1SCC(=O)N1CCN(c2cccc(Cl)c2)CC1 | -21 | 2 | 0
C=C(C)Cn1c(CCNC(=O)CCC)nc2ccccc21 | 19 | -13 | -7
COc1ccc(-c2nnc(N)s2)cc1 | -5 | -3 | 29
Cc1cccc2cc(C#N)c(SCC(=O)N3CC(=O)Nc4ccccc43)nc12 | 3 | -5 | -14
c1ccc(CCc2nc(-c3ccncc3)no2)cc1 | 0 | -2 | 39
CCn1c(=O)c2c(O)cc(=O)oc2c2ccccc21 | -5 | -19 | 3
CC12CC(NC(=O)N1c1ccc(C(=O)N3CCN(c4ccc(F)cc4)CC3)cc1)c1ccccc1O2 (stereo unspecified) | -9 | 2 | -1
COc1ccc(Br)cc1C(=O)Nc1cccc(-c2nnc(-c3ccco3)o2)c1 | 2 | -2 | -2
COc1ccc(NS(=O)(=O)c2cccc3cccnc23)cc1 | 2 | -1 | -14
O=C(c1ccccc1)N1CCN(Cc2ccccc2Br)CC1 | 6 | -7 | 9
Cc1[nH]n(-c2ccccc2)c(=O)c1-c1ccccc1 | -2 | -5 | 1
CCOC(=O)C1=C(O)CSC1=Nc1cccc(Cl)c1 | -7 | -6 | -1
CC(=O)c1ccc(CCCCCCCCCC(=O)O)s1 | -5 | 1 | -2
COc1ccc(C(=O)Nc2ccc(Cl)cn2)cc1Cl | -2 | 3 | 69*
Cc1nc2ccccc2n1CCc1nc2c3ccccc3nc(=S)n2[nH]1 | 13 | -7 | 7
Cc1c(C(=O)N2CCOCC2)[nH]c2c1C(=O)CC(c1ccccc1Cl)C2 (stereo unspecified) | 0 | -5 | 1
COC(=O)c1[nH]c2ccc(C)cc2c1NC(=O)CN1CCc2cc(OC)c(OC)cc2C1 | -4&4 | 1&-7 | 1&-4
Fc1ccc(-c2nnc(CN3CCN(c4ncc(C(F)(F)F)cc4Cl)CC3)o2)cc1 | 0 | -16 | 4
CC(C)CNC(=O)COC(=O)c1cc(S(=O)(=O)N2CCCCC2)ccc1N1CCOCC1 | -3 | -7 | -1
CCOc1ccccc1C1CC(=O)Nc2cc3c(cc21)OCCO3 (stereo unspecified) | -4 | 1 | -18
O=c1c(N2CCCCC2)coc2ccccc12 | -13 | 7 | 30
CC(NC(N)=O)C(=O)OCc1ccc(Cl)cc1Cl (stereo unspecified) | 2 | -4 | -2
CC(C)COc1ccc(C(=O)NC(CC(C)C)C(=O)O)cc1 (stereo unspecified) | -33 | -2 | -2
CCOC(=O)N1CCN(c2ccc3nnnn3n2)CC1 | -9 | -4 | 4
CCOc1ccc(CC2S/C(=N/c3ccccn3)NC2=O)cc1 (stereo unspecified) | -19 | -2 | 6
O=C(CCCn1c(SCC(=O)NC2CCCCC2)nc2ccccc2c1=O)NCC1CCCO1 (stereo unspecified) | -2 | -4 | -15
COc1ccc(-c2nnn(CC(=O)N(C3CCCC3)C(C)C(=O)NC3CCCC3)n2)cc1OC (stereo unspecified) | -2 | 8 | -1
CC(=O)c1ccc(-n2c(-c3cc(-c4ccco4)[nH]n3)n[nH]c2=S)cc1 | 3 | -10 | 5
COC(=O)COc1ccc(S(=O)(=O)NCCC2=CCCCC2)cc1 | -1 | -12 | -3

Complete entries as entered above:
Shown for c1ccc(CCc2nc(-c3ccncc3)no2)cc1 = ARNT TACC3 PPI: 0; RAD54 branch: -2; esBAF inh: 39
Shown for O=C(COc1ccccc1)NCC(=O)Nc1ccc(S(=O)(=O)NCc2ccco2)cc1 = ARNT TACC3 PPI: -4; RAD54 branch: -5; esBAF inh: -3
Shown for COC(=O)CC(NC(=O)c1ccco1)c1cccc2ccccc12 (stereo unspecified) = ARNT TACC3 PPI: -4; RAD54 branch: 11; esBAF inh: -4

A run of entries taken from the entries so far, for reference:
SMILES | ARNT TACC3 PPI | RAD54 branch | esBAF inh
CC(=O)c1ccc(-n2c(-c3cc(-c4ccco4)[nH]n3)n[nH]c2=S)cc1 | 3 | -10 | 5
COC(=O)COc1ccc(S(=O)(=O)NCCC2=CCCCC2)cc1 | -1 | -12 | -3

(next part)
SMILES | ARNT TACC3 PPI | RAD54 branch | esBAF inh
O=C(Nc1ccc(S(=O)(=O)N2CCCC2)cc1)c1ccc(CN2CCOCC2)cc1 | 2 | -7 | 6
CSc1cccc(NS(=O)(=O)c2cccc3nsnc23)c1 | 5 | -3 | -8
COC(=O)c1c(C)oc2ccc(NS(=O)(=O)c3cccs3)cc12 | -8 | 0 | 0
COc1ccc(C(N)=O)cc1NC(=O)c1cccc(F)c1 | -6 | 7 | -12
O=C(c1n[nH]c(=O)c2ccccc12)N1CCN(c2ccccc2Cl)CC1 | 1 | -6 | 3
O=C(NCC1CCCO1)C1CCN(CC2CCCCC2)CC1 (stereo unspecified) | 22 | -2 | -6
CN(CC(=O)Nc1ccccc1N1CCOCC1)S(=O)(=O)c1ccc(F)cc1 | -1 | 4 | 3
N#CC1=C(N)C(C#N)(C#N)C(c2ccncc2)C2CN(C(=O)OCc3ccccc3)CC=C12 (stereo unspecified) | 8 | -7 | 5
Cc1ccccc1C(=O)/C=C1/c2ccccc2CC(C)(C)N1C | 1 | 6 | 5
O=C(CCCN1C(=O)CCC1=O)Nc1cccc(C(F)(F)F)c1 | -4 | 0 | 1
COc1ccccc1NC(=O)N1CCCC1C(=O)Nc1nnc(C(C)C)s1 (stereo unspecified) | -6 | -11 | 4
COc1cc(/C=C2\S/C(=N/S(=O)(=O)c3ccc(C)cc3)NC2=O)c([N+](=O)[O-])cc1OC | 25 | 3 | 1
COC(=O)c1sc(S(=O)(=O)Nc2ccc3cn[nH]c3c2)c(C(=O)OC)c1C | 3 | 6 | -1
CC(C)(C)NC(=O)NC(=O)Cn1cc(C(F)(F)F)ccc1=O | 2 | 9 | 1
Cc1ccccc1-n1c(=O)cc(N2CC(C)OC(C)C2)[nH]c1=O (stereo unspecified) | -2 | -8 | -4

Random excerpt: 3 records from the list
SMILES | ARNT TACC3 PPI | RAD54 branch | esBAF inh
CC(C)(C)NC(=O)NC(=O)Cn1cc(C(F)(F)F)ccc1=O | 2 | 9 | 1
COC(=O)COc1ccc(S(=O)(=O)NCCC2=CCCCC2)cc1 | -1 | -12 | -3
O=C(CN1C(=O)c2ccccc2S1(=O)=O)c1ccc(OC(F)F)cc1 | -1 | -2 | -77

Further structures
SMILES | ARNT TACC3 PPI | RAD54 branch | esBAF inh
N#CCc1ccc(NC(=O)/C=C/c2ccc([N+](=O)[O-])o2)cc1 | -18 | -1 | -52
CCCNc1c(NS(=O)(=O)c2ccc(C3CCCCC3)cc2)c(=O)oc2ccccc12 | -5 | -1 | -2
CC1(C)C(=O)C2(CCCC2)C(=O)OC1c1ccco1 (stereo unspecified) | -1 | 7 | -4
CCCCNC(=O)CSc1nnc(Cc2ccccc2)n1CC | 0 | 3 | -3
O=C(c1ccc(-n2cccc2)cc1)N1CCN(Cc2ccccc2)CC1 | 22 | -3 | 8
CCCc1cc(=O)[nH]c(Nc2ccc(N3CCCCC3)cc2)n1 | 1 | -4 | 3
O=C(CCCn1c(=S)[nH]c2cc3c(cc2c1=O)OCO3)N1CCN(C2CCCCC2)CC1 | 0 | 6 | -9
COc1cccc(C2C(C#N)=C(N)Oc3c2oc(CO)cc3=O)c1 (stereo unspecified) | 1 | -5 | 2
CC1(C)Cc2noc(N)c2C(C)(C)N1OC(=O)c1ccccc1 | -6 | 3 | -2
CCN(CC)C(=O)c1sc(NC(=O)c2ccoc2C)c(C(=O)OC)c1C | 14 | -14 | 2
Cc1ccc(S(=O)(=O)Cn2nnnc2C(c2ccc(F)cc2)N2CCC(C(N)=O)CC2)cc1 (stereo unspecified) | 17 | 9 | -6
CO/N=C/c1ccc(N2CCN(C(=O)c3ccc(F)cc3)CC2)c([N+](=O)[O-])c1 | -5 | -5 | 15
Cc1noc(C)c1C(=O)N1CC(C)OC(C)C1 (stereo unspecified) | -2 | 3 | -8
O=C(O)CC1CCS(=O)(=O)C1 (stereo unspecified) | 9 | -4 | 0
Cc1ccc(-c2nc3ccccc3c(=O)n2CCN2CCOCC2)cc1 | 4 | -22 | 9
Cc1cc(C)c(OCCCCn2cnc3ccccc3c2=O)c(C)c1 | -6 | -15 | 2
CCOC(=O)N(C)OC(=O)Nc1ccc(Cl)c(Cl)c1 | -5 | 0 | 2
Clc1ccc(C2=C3CCCCn4c(-c5ccccc5)c[n+](c43)C2)cc1 | 15 | -3 | -2
CCOc1cc(CN2CCN(c3cccc(C(F)(F)F)c3)CC2)ccc1OC | -2 | 6 | -3
CN1CCCCc2c1nc1ccccc1c2N (tested in a mixture with another compound) | -29 | 12 | 2
Cc1nn(C)cc1/C=N/NC(=O)c1ccc2c(c1)OCO2 | -1 | 3 | 28
O=C(c1ccc(N2C(=O)CCC2=O)cc1)N1CCN(c2ccccc2)CC1 | 2 | -1 | -5
O=C(C1CCN(S(=O)(=O)c2ccc(Cl)cc2)CC1)N1CCOCC1 | -9 | 8 | 0
O=C(O)CCN1Cc2ccccc2C1=O | -4 | -29 | -1
O=C(O)c1ccccc1OCCOc1ccccc1C(=O)O | 50* | -2 | -1
O=C(CN1CCN(C(c2ccccc2)c2ccccc2)CC1)NC(=O)NCc1ccco1 | 3 | -5 | -5
CC(=O)SC(C)CC(=O)Nc1ccccc1 (stereo unspecified) | -4 | 5 | 1
CCOC(=O)c1c(-c2ccc(-c3ccccc3)cc2)csc1NC(=O)C1C2CCC(O2)C1C(=O)O (stereo unspecified) | -3 | 7 | 2
CC(=O)Nc1cccc(Cl)c1C(=O)O | 0 | -2 | -4
CCc1nnc(NC(=O)CSc2nnc(CSc3nc(C)cc(C)n3)o2)s1 | 19 | -9 | 3
CC(C)COC(=O)n1c(=O)oc2cc(S(=O)(=O)N3CCCCC3)ccc21 | -2 | -4 | 1
Cc1ccc(C(C)C)c(OCCN2C(=O)NC(C)(C)C2=O)c1 | 10 | 4 | -5
O=C(Cc1cccs1)Nc1ccccc1NC(=O)Cc1cccs1 | 6 | 0 | -1
